Hep lipid drop – hepatic lipid droplet formation modulation. 0.4% of 240,000 active. inhibition, % at 6.5 µM. AML12 mouse hepatocytes, oleate lipid droplets, BODIPY imaging;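 active means lipid droplet intensity inhibited by at least 50%, with more than 500 cells counted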
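Technique: fluorescence imaging, 20x objective, two fields per well / Assay system: AML12 hepatocytes (mouse) / Measure: % inhibition of lipid droplet signal / Doses: 6.5 µM single-point dosing / Incubation: overnight exposure / Reagent: 100 µM oleic acid challenge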
Siah-1 displacement – blockers of Siah-1 interaction with plectin peptide – biochemical, fluorescence polarization, rhodamine-plectin, uHTS, primary screen (AID 1817); Siah-1 / rhodamine-plectin peptide fluorescence polarization; higher % means a stronger effect; one-dose displacement, % at 20 µM; IC50 in µM for titrated hits; 0.02% of 290,000 active;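 active means displacement of at least 50% at 20 µM, with a fluorescence ratio check between 0.3 and a set limit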;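 further: plate controls were Siah plus tracer with DMSO for no effect and tracer alone without Siah for full effect; strong numbers were not always called active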
TNAP activators – human TNAP enzyme activators, primary screen, biochemical, luminescent, no phosphate acceptor, uHTS (AID 1001). purified TNAP, luminescent activation assay, no phosphate acceptor; higher activation fold means a stronger effect. activation fold at 20 µM; hits with a dose series show EC50 in µM. 0.03% of 200,000 active; in the data active means activation fold from about 3, or a potency from the dose series; inactive means the rest, 99 in 100 with activation fold below about 1.6; further: many of its hits are not listed in these tables
PMI inhibition – MPI inhibition at elevated mannose 6-phosphate – biochemical, fluorescence intensity, high mannose 6-phosphate, primary screen (AID 1220). recombinant PMI enzyme, coupled fluorescence intensity; higher % means a stronger effect. inhibition, % at 20 µM, or IC50 in µM where a hit was titrated. 0.66% of 190,000 active
PMI inhibitors – MPI enzyme activity inhibition – biochemical, fluorescence intensity, coupled assay, primary screen (AID 1209). purified PMI enzyme, coupled fluorescence intensity; higher % means a stronger effect. 0.42% of 190,000 active. inhibition, % at 20 µM; hits with a dose series show IC50 in µM;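 further: plate controls were DMSO vehicle for no effect and wells lacking substrate for full effect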
K1F lysis inhibition – protection from phage-mediated lysis, alamar blue read-out – E. coli UTI89, K1F phage, bacterial capsule biogenesis inhibitors (AID 488966); E. coli UTI89 K1F phage lysis, alamar blue, 2 h; higher % means a stronger effect; 0.02% of 340,000 active; one-dose inhibition, % at 100 µM; IC50 in µM for titrated hits;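 active means phage lysis inhibition, versus mean bacterial control, above a set limit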;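 further: capsule biogenesis inhibitors block K1F phage lysis so surviving cells raise fluorescence; higher fluorescence means more inhibition of phage lysis; actives were called in the ten point dose series up to 300 µM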
P. falciparum M17LAP – P. falciparum M17LAP inhibitors, primary screen, biochemical, fluorogenic H-Leu-NHMec substrate, 1536-well (AID 1619); recombinant M17LAP, H-Leu-NHMec fluorogenic kinetic assay; higher % means a stronger effect; inhibition, % at 30 µM, or IC50 in µM where a hit was titrated; 0.38% of 220,000 active;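 active means compound inhibiting the enzyme by more than half at any dose during confirmatory dose-response retesting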;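 further: plate controls were full reaction with DMSO carrier for no effect and no enzyme background for full effect; strong numbers were not always called active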
XIAP displacement – XIAP antagonists, biochemical, IAP family, fluorescence polarization (AID 1018). 0.007% of 200,000 active. displacement, % at 20 µM, or IC50 in µM where a hit was titrated. XIAP BIR domain, fluorescence polarization peptide displacement; higher % means a stronger effect; in the data active means displacement above about 50%; further: a part of the inactive calls stands beside numbers as strong as those of hits
M1AAP inhibition – P. falciparum M1AAP inhibitors, biochemical, fluorogenic H-Leu-NHMec substrate, 1536-well (AID 1445) | 0.42% of 220,000 active | recombinant M1AAP, H-Leu-NHMec fluorogenic kinetic assay; higher % means a stronger effect | inhibition, % at 30 µM, or IC50 in µM where a hit was titrated;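 active means primary inhibition above the hit cutoff, then over 50% inhibition at one or more dose response concentrations, cut at about 23% in these data, passing the limit was not always enough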;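 further: plate controls were DMSO full reaction for no effect and no enzyme background for full effect; strong numbers were not always called active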
Hep lipid drop cells 6.5 µM – also measured in Hep lipid drop; calls as there; cell count; measured here: cell count, cytotoxicity flag;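 cells counted across two imaged fields per well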
Starred values were filed as active, the others as inactive; . = not tested or not shown; [ ] = dose if it differs, or a comment. Unless noted, no stated cut-off is given here; in the data, active means inhibition above about 50%; inactive means the rest.

SMILES	Hep lipid drop	Hep lipid drop cells 6.5 µM	Siah-1 displacement	TNAP activators	PMI inhibition	PMI inhibitors	K1F lysis inhibition	P. falciparum M17LAP	XIAP displacement	M1AAP inhibition
O=C(CSCCN1C(=O)c2ccccc2C1=O)Nc1ccc2ccccc2c1	-12	675	3%	1	17%	16%	2.2%[50 µM]	8%	-2.2%	-5%
O=C(Nc1nccs1)c1ccc(COc2ccccc2Br)o1	6	717	2%	1.1	22%	13%	0.2%	-6%	-3.5%	11%
c1ccc(Nc2ccccn2)nc1	-5	659	14%	.	.	.	-0.4%	10%	.	0%
CCCCc1ccc(-c2ccc(Br)cc2)nc1	20	776	-6%	1.1	5%	11%	0.0%	1%	-12%	1%
COC(=O)c1ccc(NC(=O)CSc2ccccc2)cc1	14	748	-2%	1.1	-5%	-7%	3.9%	12%	-4.5%	7%
C#CCCOC(=O)N1C2=NC(C(=O)OC)=C(C(=O)OC)[C@@H]3N(C)c4ccccc4[C@]23C[C@H]1C(=O)OC	.	.	1%	.	.	.	0.3%	11%	.	4%
O=C(COC(=O)c1cccc(Br)c1)Nc1cccc2c1C(=O)c1ccccc1C2=O	-16	655	0%	1	-21%	-30%	-0.1%	-2%	-3.1%	0%
Cc1cc(OCC(F)(F)C(F)(F)C(F)(F)C(F)(F)C(F)(F)C(F)F)nc(N)n1	.	.	2%	0.9	16%	21%	0.7%	-7%	1.1%	-3%
CCC(C)N1C(=O)S/C(=C/c2ccc3c(c2)n(C)c(=O)n3C)C1=O (stereo not given)	1	687	14%	0.6	14%	10%	2.4%	10%	-4.8%	0%
CN(C)C(/C=C/Nc1ccc([N+](=O)[O-])cc1)=C(C#N)C#N	1	689	2%	1.1	3%	2%	-1.0%	9%	-0.1%	6%
C=CCOc1cccc(C2/C(=C(/O)c3ccc(F)cc3)C(=O)C(=O)N2CCN2CCOCC2)c1 (stereo not given)	.	.	2%	1.1	-11%	-15%	1.6%	8%	-0.1%	-2%
Cc1sc(NC(=O)C(C)C)c(C(=O)Nc2ccccc2)c1C	.	.	-1%	1.1	3%	11%	0.1%	-11%	-4.1%	18%
Cc1ccc(S(=O)(=O)C2(C(=O)Nc3cccc(F)c3)CC2)cc1	-2	674	-2%	1.1	16%	11%	0.2%	5%	-4.6%	4%
CC(=O)c1cc2c(cc1NS(=O)(=O)c1ccccc1C)OCO2	-5	702	0%	1.1	13%	13%	.	1%	-7.0%	2%
Cc1ccc(NC(=O)c2ccc3snnc3c2)cc1	3	757	2%	1.1	.	.	0.8%	24%	-4.7%	10%
Cc1ccc(-c2nn(CC(=O)N3CCOCC3)c(=O)c3ccccc23)cc1S(=O)(=O)N(C)C	5	745	1%	.	.	.	0.1%[50 µM]	2%	.	5%
COc1ccc(NC(=S)N/N=C2/CCCc3c(C)cc(C)cc32)cc1	-4	740	3%	1.1	-11%	-3%	1.6%	9%	-1.4%	6%
C/C(=N/NC(=O)CN1CCN(S(=O)(=O)c2ccc(Br)cc2)CC1)c1cccnc1	16	646	6%	1.1	-2%	5%	-6.6%	-1%	2.6%	2%
CCOC(=O)c1cc2ccc3ccccc3c2s1	-2	776	22%	1.1	11%	14%	-2.6%	12%	-3.8%	0%
CCOC(=O)C1(Cc2cccc(OC)c2)CCN(Cc2cccnc2)CC1	4	635	3%	1.1	.	.	-0.4%	17%	-3.1%	4%
CCOC(=O)c1sc2nc(SCC#N)n(CCCN3CCCC3=O)c(=O)c2c1C	-3	617	-2%	1.1	6%	7%	14%	2%	-1.0%	6%
O=C(CSc1ccc([N+](=O)[O-])cn1)Nc1ccc(N2CCOCC2)c(Cl)c1	-5	607	-6%	1	-8%	-2%	0.5%	2%	9.7%	5%
CCNC(=O)COC(=O)/C=C/c1cccc(F)c1	-3	714	4%	1.1	6%	2%	0.0%	3%	-12%	1%
C/C(=N/NC(=O)CNS(=O)(=O)c1ccc(C)cc1)c1cccc([N+](=O)[O-])c1	3	671	8%	1.1	11%	8%	0.1%	-4%	1.7%	0%
O=C1/C(=C/c2ccc(C(=O)O)cc2)CCC/C1=C\c1ccc(C(=O)O)cc1	-2	687	-8%	1.1	12%	6%	-0.3%	63µM*	-12%	12%

By substructure: the entries above with an aryl thioether with sulfur outside any ring.
SMILES	Hep lipid drop	Hep lipid drop cells 6.5 µM	Siah-1 displacement	TNAP activators	PMI inhibition	PMI inhibitors	K1F lysis inhibition	P. falciparum M17LAP	XIAP displacement	M1AAP inhibition
COC(=O)c1ccc(NC(=O)CSc2ccccc2)cc1	14	748	-2%	1.1	-5%	-7%	3.9%	12%	-4.5%	7%
CCOC(=O)c1sc2nc(SCC#N)n(CCCN3CCCC3=O)c(=O)c2c1C	-3	617	-2%	1.1	6%	7%	14%	2%	-1.0%	6%
O=C(CSc1ccc([N+](=O)[O-])cn1)Nc1ccc(N2CCOCC2)c(Cl)c1	-5	607	-6%	1	-8%	-2%	0.5%	2%	9.7%	5%

Later entries:
SMILES	Hep lipid drop	Hep lipid drop cells 6.5 µM	Siah-1 displacement	TNAP activators	PMI inhibition	PMI inhibitors	K1F lysis inhibition	P. falciparum M17LAP	XIAP displacement	M1AAP inhibition
CCOC(=O)C1=C(C)NC(=O)C(C(N)=O)C12CCCCC2 (stereo not given)	.	.	4%	1.1	8%	6%	5.2%	-5%	-3.1%	-3%
Cc1cc(SCC(=O)N/N=C/c2ccc(O)c(O)c2O)c(C)cc1Br	-6	758	18%	1.5	.	80%*	1.4%	17%	-7.8%	39%
Cc1ccc(C(=O)c2c[nH]c3c(F)cc(F)cc3c2=O)cc1	25	675	2%	1	14%	20%	1.7%	-11%	-18%	1%
C#CCNC(=O)C1=C[C@H](c2ccc(C(F)(F)F)cc2)C[C@H](OCc2ccc(CO)cc2)O1	-2	730	-8%	1	35%	20%	-0.8%	2%	-1.7%	3%
O=C(COC(=O)C1(c2ccccc2)CC1)N1CCN(c2ccc(F)cc2)CC1	2	801	3%	1.1	-1%	2%	-1.5%	9%	-1.0%	11%
CCn1c(Cc2cccs2)nnc1SCC(=O)NC(C)(C)C	-6	685	-5%	1.2	-6%	-8%	-1.5%	-2%	-7.4%	4%
CCN(CC)CCNC(=O)c1ccc(NC(=O)c2ccc(Cl)c(S(=O)(=O)Nc3ccccc3OC)c2)cc1	.	.	5%	1.1	4%	0%	.	-38%	-4.7%	10%
O=C(NCc1cccs1)C1CCN(c2nc3ccccc3o2)CC1	.	.	1%	1.2	6%	7%	1.5%	0%	-6.4%	7%
CC(OC(=O)Cc1coc2ccc3ccccc3c12)C(=O)Nc1ncc(Cl)cc1Cl (stereo not given)	-7	687	25%	1.2	12%	16%	1.3%[50 µM]	6%	-2.3%	9%
O=C(O)C1CCCCC1C(=O)Nc1cnn(Cc2ccccc2)c1 (stereo not given)	.	.	2%	1	-8%	-21%	0.1%	37%	-2.3%	2%
CCCN(CCC)c1c([N+](=O)[O-])c(=O)oc2ccccc12	-6	656	3%	0.9	-9%	-9%	0.9%[50 µM]	-19%	-14%	8%
CCOC(=O)N1CCN(c2c(NCCc3ccc(C)cc3)c(=O)c2=O)CC1	10	749	1%	1.1	-3%	6%	0.1%	3%	-4.6%	-4%
O=C(NCc1cn2ccsc2n1)Nc1cccc(Cl)c1	.	.	2%	1.2	-5%	-3%	-0.2%	7%	1.9%	11%
COc1ccc(C(NC(=O)c2cccc(F)c2)c2ccccc2)cc1 (stereo not given)	16	663	-5%	1	2%	9%	3.3%	3%	-1.1%	-13%
CN(C(=O)CC(NC(=O)c1ccccc1)(c1ccccc1)c1ccccc1)c1ccccc1	.	.	3%	1.1	2%	5%	1.4%	2%	-3.5%	7%
CSC(=S)N/N=C(\C)c1ccc(Br)cc1	13	780	-10%	1	2%	10%	-0.3%	-4%	-3.5%	-2%
FC(F)(F)c1nnc2c(Sc3ccccc3)nc3ccccc3n12	14	619	4%	1	14%	15%	0.0%	-7%	-8.9%	-4%
CC(=O)OCCNc1cc(SCc2ccco2)c2nonc2c1[N+](=O)[O-]	-3	657	41%	1	46%	30%	1.4%	-8%	-7.8%	12%
O=C(NCc1ccccc1)c1cccc(NC(=O)c2ccco2)c1	.	.	5%	1.1	-4%	-3%	6.3%	10%	-4.3%	-3%
O=C(c1ccccc1)N(CCN1CCOCC1)C1(C(=O)Nc2ccccc2)CCCCC1	.	.	5%	1.2	-3%	8%	0.2%	3%	-2.2%	0%
COc1ccc(NC(=O)c2ccc(OC(F)F)cc2)cc1Cl	-25	614	5%	1.1	16%	6%	2.9%	-14%	1.5%	0%
COC(=O)c1cc(Br)c(=O)n(Cc2ccncc2)c1	2	782	2%	1.1	-5%	4%	7.0%	10%	-3.4%	0%
CC(C)NC(=O)C(=O)NCCN1CCN(S(=O)(=O)c2ccc(Cl)cc2)CC1	6	706	-4%	1.1	-4%	-1%	4.7%	9%	-6.5%	-2%
Cc1cccc(C)c1-n1c(C)cc(/C=C2\NC(=O)NC2=O)c1C	0	760	-7%	1.1	-4%	0%	-0.9%	8%	-1.2%	12%
COc1ccccc1Oc1c(C)oc2c(CN3CCOCC3)c(O)ccc2c1=O	6	714	-6%	.	.	.	0.2%	-377%	.	7%
Carrying on:
SMILES	Hep lipid drop	Hep lipid drop cells 6.5 µM	Siah-1 displacement	TNAP activators	PMI inhibition	PMI inhibitors	K1F lysis inhibition	P. falciparum M17LAP	XIAP displacement	M1AAP inhibition
COc1ccc(C(CCN2CCCCC2)c2c(O)cc(OC)cc2OC)cc1 (stereo not given)	-4	677	7%	.	.	.	3.7%	-9%	.	6%
CCOCC(=O)Nc1cc(C(=O)Nc2cccc(C)c2C)ccc1Cl	.	.	-3%	0.9	-14%	-16%	2.5%	-12%	-3.8%	-12%
O=C(NCc1ccco1)c1ccccc1-c1ccc(C(F)(F)F)cc1	.	.	-4%	1.1	-2%	5%	0.4%	13%	-3.1%	8%
O=C(NCCCO)C(=O)NCCc1ccc(Cl)cc1	22	634	5%	1.1	-11%	-8%	0.4%	-4%	-2.7%	10%
Cc1c(NC(=O)C(C)Sc2ccccc2)c(=O)n(-c2ccccc2)n1C (stereo not given)	2	756	-2%	1.1	-7%	-8%	-0.1%	9%	-6.3%	2%
COc1ccc(C2N(C(=O)c3ccccc3)CCN2C(=O)c2ccc(C)cc2)cc1 (stereo not given)	1	816	3%	1.1	-3%	-3%	3.0%	6%	-1.0%	3%
Cc1nc2ccccc2cc1C(=O)N/N=C/c1ccc([N+](=O)[O-])cc1	23	649	6%	1.1	-10%	-14%	1.1%[50 µM]	9%	-6.0%	3%
O=C(Nc1ccccc1)N1C2CCC1CC(O)(c1cccnc1)C2 (stereo not given)	.	.	-6%	1.1	12%	11%	-0.2%	-3%	-2.9%	5%
CCOc1ccccc1-c1ccc(C(=O)NCc2ccccc2)o1	0	694	1%	1	6%	7%	0.6%	6%	-23%	6%
CCCCNC(=O)c1cc2c(C)cc(C)cc2[nH]1	6	620	2%	.	.	.	0.8%	-1%	.	4%
O=C(O)C1CC=CCC1C(=O)Nc1ccc(Oc2ccc(Cl)cc2)cc1 (stereo not given)	-12	706	11%	1	4%	3%	4.4%	1µM*	-12%	5%
